Screening results deposited in PubChem BioAssay by several laboratories.
CDK5 p35 inh – blocks human CDK5/p35 kinase activity; hit rate 0.01% among 330,000; inhibition, % at 10 µM; Recombinant CDK5/p35, ADP-Glo luminescence, 60 min; AID 488839; Q00535+Q15078;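 active means highest replicate inhibition of at least 50% and at least 75% of replicates reaching 50%; inconclusive means only one of the two criteria met; inactive means both criteria failed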;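 further: plate controls were DMSO neutral control for no effect and GW8510 at 10 µM for full effect; many of its hits are not listed in these tables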
Target sequence (Q00535 whole entry, looked up): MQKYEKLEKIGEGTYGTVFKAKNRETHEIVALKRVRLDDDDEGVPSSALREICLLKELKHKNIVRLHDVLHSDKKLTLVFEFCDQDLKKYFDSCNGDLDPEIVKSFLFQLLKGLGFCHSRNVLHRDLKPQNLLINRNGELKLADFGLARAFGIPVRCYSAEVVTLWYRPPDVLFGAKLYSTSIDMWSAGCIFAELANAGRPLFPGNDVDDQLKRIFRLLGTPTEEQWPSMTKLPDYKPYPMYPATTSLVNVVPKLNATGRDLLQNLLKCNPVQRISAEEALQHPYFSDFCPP
Target sequence (Q15078 whole entry, looked up): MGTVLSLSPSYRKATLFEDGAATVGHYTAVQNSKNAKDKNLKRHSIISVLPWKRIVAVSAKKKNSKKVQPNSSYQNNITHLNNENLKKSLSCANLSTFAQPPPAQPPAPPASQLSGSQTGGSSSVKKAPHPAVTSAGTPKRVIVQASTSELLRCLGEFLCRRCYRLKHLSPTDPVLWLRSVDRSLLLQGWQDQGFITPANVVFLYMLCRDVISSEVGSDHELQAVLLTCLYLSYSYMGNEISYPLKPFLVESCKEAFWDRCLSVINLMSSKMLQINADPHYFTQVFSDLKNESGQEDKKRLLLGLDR
Rtt109 HAT inh – blocks Candida albicans Rtt109/Vps75 acetyltransferase activity; AID 540336; inhibition, % at 34.9 µM; Q5AAJ8; purified Rtt109/Vps75, ThioGlo CoA-SH fluorescence, 4 h; hit rate 0.16% among 330,000;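 active means inhibition of at least 50% in every replicate; inconclusive means best replicate reaches 50% inhibition but some replicates fall short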
PvdQ inh – P. aeruginosa PvdQ acylase inhibition; purified PvdQ acylase, fluorescence plate reader; inhibition, % at 10 µM; hit rate 0.063% among 340,000; in the data active means inhibition above about 30%, passing the limit was not always enough; inconclusive means no clear call, values can overlap the other calls;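 further: 0% = vehicle neutral wells and 100% = reference inhibitor wells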
cardiac RTF act – cardiac RTF calcium sensitization. hit rate 0.24% among 340,000. activation, % at 7.2 µM. IANBD-labeled TnC RTF fluorescence at EC20 calcium; 0% EC20 calcium, 100% full calcium. P19429+P45379;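 active means activation above the mean over all tested compounds plus 3 SD, cut at about 30% in these data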;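 further: rise in fluorescence read as greater calcium sensitivity of cardiac thin filaments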
Cardiac RTF inh – cardiac RTF calcium desensitization; P19429+P45379; inhibition, % at 7.15 µM; hit rate 0.12% among 340,000; IANBD-labeled cardiac RTF, Ca2+ fluorescence; AID 493244;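 active means inhibition above the mean inhibition of all tested compounds plus 3 SD, cut at about 17% in these data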;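 further: assay run at fixed EC70 calcium of 1.6 mM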
Mot1-301 SUMO – SUMOylation pathway inhibition by Mot1-301 growth rescue; S. cerevisiae Mot1-301 growth rescue, ATP luminescence, 38.5C; percent above DMSO median, 100 means doubled; growth rescue, % at 18.8 µM; hit rate 1% among 320,000; AID 2716;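 active means every valid replicate shows activation above 250% relative to neutral control wells; inactive means the rest, any valid replicate at or below 250%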;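 further: OY570 slx delta 5 strain wells were the positive control but not used for scaling; some compounds called inactive have numbers as strong as hits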
PfHsp90 yeast 2 – inhibits growth of yeast expressing Plasmodium falciparum Hsp90; S. cerevisiae expressing PfHsp90, BacTiter-Glo ATP, 48 h; yeast lacking PDR1 and PDR3 efflux regulators; inhibition, % at 9.4 µM; hit rate 0.32% among 310,000;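 active means every replicate shows inhibition above about 80%, whatever the replicate mean, limit read from the data; inconclusive means mean inhibition reaches the set limit but some replicate falls short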;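 further: 0% = DMSO neutral controls and 100% = 20 µM radicicol positive controls; yeast relying on Plasmodium falciparum Hsp90 in place of its own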
Keap1-Nrf2 PPI – disrupts human Keap1 binding to Nrf2 peptide; Q14145; Keap1 Kelch-Nrf2 peptide fluorescence polarization, 1536-well; inhibition, % at 9.4 µM; hit rate 0.15% among 340,000; AID 504523; in the data active means inhibition above about 12%; inconclusive means no clear call, values can overlap the other calls; inactive means below about 7.3%;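 further: human Keap1 Kelch domain with fluorescein labeled Nrf2 9mer peptide probe; 0% = neutral control wells and 100% = peptide positive control; higher means more block of Keap1 binding to Nrf2 peptide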
dFosB act – enhances mouse delta FosB homodimer DNA binding. P13346. hit rate 0.99% among 340,000. activation, % at 25 µM. purified delta FosB, TAMRA-CDK5 oligo fluorescence polarization; percent of positive-control signal above neutral wells;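 active means mean activation above about 17%, with every replicate also reaching it, limit read from the data, passing the limit was not always enough; inconclusive means only one of the two conditions met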;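 further: fluorescence polarization rise as delta FosB binds a TAMRA Cdk5 AP-1 oligo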
Target sequence (P13346 whole entry, looked up): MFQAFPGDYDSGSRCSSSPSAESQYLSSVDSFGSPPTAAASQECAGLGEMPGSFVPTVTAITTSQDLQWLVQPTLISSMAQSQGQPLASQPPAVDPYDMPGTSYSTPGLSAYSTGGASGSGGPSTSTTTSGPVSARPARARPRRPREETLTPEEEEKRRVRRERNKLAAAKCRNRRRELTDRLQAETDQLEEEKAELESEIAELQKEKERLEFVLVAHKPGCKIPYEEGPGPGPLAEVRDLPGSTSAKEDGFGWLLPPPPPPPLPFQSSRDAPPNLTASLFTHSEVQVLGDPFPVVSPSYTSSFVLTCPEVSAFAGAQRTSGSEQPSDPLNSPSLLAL
NSD2 inh – inhibitors of human histone methyltransferase NSD2 | O96028 | NSD2 peptide methylation, AlphaScreen, 120 min | hit rate 0.54% among 310,000 | inhibition, % at 12.5 µM | AID 743445; in the data active means inhibition above about 50%
C-LANA FP – KSHV C-LANA DNA binding inhibition; MBP-C-LANA/FAM-LBS DNA binding, fluorescence polarization; inhibition, % at 9 µM; hit rate 0.078% among 340,000; AID 504423;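 active means highest replicate inhibition at or above 60% at 9 µM, even if other replicates fall short; inactive means all replicates below 60% inhibition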;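 further: 0% = neutral control wells and 100% = 4 µM acridine orange control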
The depositor's hits bear a star; ? = inconclusive; nt = not tested or not shown.

SMILES | CDK5 p35 inh | Rtt109 HAT inh | PvdQ inh | cardiac RTF act | Cardiac RTF inh | Mot1-301 SUMO | PfHsp90 yeast 2 | Keap1-Nrf2 PPI | dFosB act | NSD2 inh | C-LANA FP
CCN(CC)c1ccc(C(=O)OCC(=O)Nc2cc(C)on2)cc1 | -0.9 | -7 | 1 | 1 | -1 | -1 | 19 | -2 | 0 | 40 | 0.1
O=C(Cn1nnc(-c2ccc(CN3CCOCC3)cc2)n1)Nc1nc(-c2ccccc2)cs1 | -2.1 | 2 | -13 | 10 | -10 | 37 | -29 | 4 | 25* | 1 | 0.1
CC(=O)c1csc(COc2ccc(Cl)cc2)n1 | 0.3 | -6 | -8 | 8 | -3 | -4 | 6 | 3 | -3 | 23 | 1.0
NC(=O)c1c(NC(=O)c2cccnc2)sc2c1CCCC2 | 0.0 | -4 | -1 | nt | nt | -21 | 14 | -2 | -7 | 0 | 0.3
Cc1cc2nc3n(c2cc1C)CC1CC(C(=O)NCc2ccco2)N(C)C31 (centres undefined) | 1.6 | 9 | -17 | 4 | 6 | -12 | -33 | -1 | -4 | nt | -0.3
Cc1ccc(NC(=O)c2ccc3c(c2)N(CC(=O)N2CCCCC2)C(=O)C(C)(C)O3)cc1 | 0.7 | -19 | -11 | 5 | -8 | -12 | 12 | -2 | -11 | 2 | 1.8
Cc1cc(C)c(-n2nnnc2SCC(=O)c2cc3ccccc3o2)c(C)c1 | -5.2 | 4 | -6 | nt | nt | -13 | 0 | -5 | 7 | -1 | -0.5
COc1cccc(NC(=O)COc2c(F)c(F)c(C(F)(F)F)c(F)c2F)c1 | -0.3 | 3 | -8 | -8 | -1 | -7 | -29 | 2 | -4 | -2 | -0.5
COc1ccc(CNC(=O)CN(CC2CCCO2)C(=O)CNS(=O)(=O)c2ccc(F)cc2)cc1 (centres undefined) | 1.2 | -29 | -18 | 2 | -12 | nt | 19 | -7 | -6 | nt | 3.0
CCO/C(C)=C1/SC(=S)NC1=O | 0.3 | 18 | -10 | 2 | -4 | -9 | 10 | -3 | -2 | 5 | -7.2
Cc1ccc(Nc2c([N+](=O)[O-])c(=O)n(C)c3ccccc23)cc1 | 0.8 | -6 | -9 | 2 | 0 | 178 | -52 | 0 | -1 | 3 | 1.3
COc1ccc(NC(=O)CN(C)C(=O)c2ccc(N3CCCCC3)c([N+](=O)[O-])c2)cc1 | -0.4 | 18 | 6 | -15 | 4 | -14 | nt | -4 | -3 | 1 | -0.4
CCCC1CC(CCc2ccccc2)OS(=O)(=O)N1 (centres undefined) | 0.0 | 3 | -1 | 12 | 0 | 26 | -23 | 0 | 3 | nt | 0.3
C[N+](C)(C)CCOc1ccc([N+](=O)[O-])cc1 | -1.9 | 6 | -9 | -2 | -8 | 6 | -9 | 2 | 4 | -2 | -0.9
Cc1cc(NC(=O)C(C)SCC(=O)N(Cc2ccccc2)c2ccccc2)no1 (centres undefined) | 0.7 | 9 | 9 | -7 | 8 | -6 | 0 | -4 | -3 | 0 | -0.3
Cc1cc(C)n2nc(CCCO)nc2n1 | -2.8 | 1 | -5 | -6 | -1 | 10 | 0 | 0 | 5 | 0 | 0.1
CCN(CC)S(=O)(=O)c1ccc(Cl)c(NC(=O)CSc2cccc[n+]2[O-])c1 | -0.1 | 5 | 0 | -3 | -9 | 3 | -11 | 0 | -2 | -4 | -2.2
Cc1cc(C(=O)NNC(=O)c2ccc(S(=O)(=O)N(C)C)cc2)c(C)o1 | 0.6 | -6 | -10 | 0 | 7 | -13 | -12 | -3 | -1 | -3 | -0.7
COc1ccccc1NC(=O)C1=C(C)Nc2nc(CCCO)nn2C1c1cccnc1 (centres undefined) | 1.4 | -7 | -8 | -1 | -10 | 7 | -18 | -1 | 11 | 8 | 0.8
CC(C)c1nnc(NC(=O)C2CCN(C(=O)Nc3ccc(Cl)cc3)CC2)s1 | -0.5 | -5 | 8 | -3 | -4 | -1 | -55 | -2 | -7 | 1 | 0.1
CSCc1ccc(C(=O)NC(C)c2cnn(-c3ccccn3)c2C)o1 (centres undefined) | 1.3 | -13 | -8 | 2 | -3 | -5 | 0 | 0 | -3 | 1 | 0.1
Cc1cccc(NC(=O)CCNC(=O)c2ccco2)c1C | 0.3 | -3 | -10 | -2 | -3 | -3 | 16 | -3 | 1 | -4 | -0.6
O=C(COC(=O)c1ccc2ncsc2c1)Nc1cc([N+](=O)[O-])ccc1Cl | 0.1 | -12 | 3 | 0 | -1 | 7 | -9 | 5 | -4 | 21 | -0.5
Cn1ccnc1Sc1ccc(C(N)=O)cc1[N+](=O)[O-] | -0.3 | -1 | -8 | 2 | -12 | -6 | nt | -2 | 1 | -2 | 0.0
CC(=O)c1ccc(OC(=O)CCc2ccccc2)cc1 | 1.3 | 2 | -17 | 1 | -5 | 4 | 24 | -6 | -5 | -1 | 0.1

Taken from above.
NSD2 inh result of Cc1ccc(NC(=O)c2ccc3c(c2)N(CC(=O)N2CCCCC2)C(=O)C(C)(C)O3)cc1 reads 2
PfHsp90 yeast 2 result of CSCc1ccc(C(=O)NC(C)c2cnn(-c3ccccn3)c2C)o1 (centres undefined) reads 0

Later entries:
SMILES | CDK5 p35 inh | Rtt109 HAT inh | PvdQ inh | cardiac RTF act | Cardiac RTF inh | Mot1-301 SUMO | PfHsp90 yeast 2 | Keap1-Nrf2 PPI | dFosB act | NSD2 inh | C-LANA FP
COc1ccc(-c2noc(N3CCCC(C(=O)Nc4ccccc4F)C3)n2)cc1 (centres undefined) | -6.0 | 1 | -2 | 1 | -1 | -8 | 5 | -5 | 5 | nt | 0.5
NC(=O)c1ccc(SCC(=O)OCC(=O)N2CCCCC2)c([N+](=O)[O-])c1 | 2.1 | nt | 5 | -1 | -8 | 3 | 2 | nt | 6 | 1 | nt
COC(=O)c1c(C)[nH]c(C(=O)COC(=O)c2c(C)noc2C)c1C | 1.5 | 1 | -7 | 0 | -11 | 7 | -33 | 5 | -11 | -1 | 0.6
COc1ccc(Oc2c(Cl)cnn(-c3ccc(Cl)c(Cl)c3)c2=O)cc1 | 0.0 | 8 | 1 | -5 | 3 | -13 | -8 | 1 | 4 | -5 | 0.0
COc1ccccc1C(=O)N/C(=C/c1ccc(Br)cc1)C(=O)NCC(=O)O | -3.1 | 4 | -18 | 7 | 3 | 0 | -30 | 2 | 6 | -6 | 0.7
CCOC(=O)C(C(=O)OCC)C(C[N+](=O)[O-])c1ccccc1 (centres undefined) | 0.1 | -8 | -3 | -4 | 2 | -1 | 2 | -6 | 5 | -1 | -1.1
CCCCOc1ccc(N2CC(C(=O)NCCc3ccc(OC)c(OC)c3)CC2=O)cc1 (centres undefined) | 1.6 | 11 | 9 | 0 | 0 | 909* | -27 | -1 | 0 | 8 | -0.4
CC(CC(=O)NNC(=O)c1ccncc1)c1ccccc1 (centres undefined) | 0.8 | -9 | -3 | -2 | 1 | -8 | nt | -3 | 3 | 5 | 0.5
N#CNC(=Nc1cccc(F)c1)SCc1ccccc1 | -1.2 | nt | 2 | 0 | -6 | -4 | 4 | 4 | -4 | 0 | -2.3
Cc1ccc(C)c(-n2ccnc2SCC(=O)c2c(N)n(C3CC3)c(=O)[nH]c2=O)c1 | -0.5 | -1 | 2 | 1 | -3 | -17 | -17 | -4 | -2 | -1 | -0.5
CC(=O)Nc1ccc(S(=O)(=O)Nc2cccc(-n3cnnn3)c2)cc1 | -0.3 | -14 | -5 | -4 | 0 | -25 | 15 | 5 | 0 | -2 | 1.0
COc1ccc(CCNC(=O)Cc2cc(OCc3ccccc3)c(OC)cc2[N+](=O)[O-])cc1OC | 1.1 | -1 | 12 | -5 | -2 | 1 | 2 | -2 | -7 | 1 | -0.5
Cc1cc(=O)[nH]c(SCc2nnc(-c3ccccc3)o2)n1 | 0.7 | 1 | -14 | 1 | -20 | 9 | 3 | -6 | -5 | -2 | -1.1
CCc1nn(CC(=O)NCCN2CCOCC2)c(=O)c2cc3c(OC)cccc3n12 | 1.5 | 18 | -4 | 0 | -4 | 181 | 8 | 0 | -7 | 30 | -1.1
COc1ccccc1/C=C/CN1CCC(Oc2ccc(C(=O)N3CCCCC3)cc2)CC1 | -1.2 | 22 | 4 | 1 | -3 | -17 | -2 | -7 | -11 | 5 | -1.3
O=C(O)Cc1ccc(C(=O)CSc2ccccc2)s1 | -0.1 | -7 | -6 | 8 | 0 | 5 | 3 | -2 | 4 | 23 | 1.5
COCCn1c(SCC(=O)N2CCCc3ccccc32)nc2cccnc21 | 1.1 | -3 | -9 | -7 | -6 | -19 | 13 | 3 | -7 | -1 | -1.3
CCOC(=O)COn1c(=O)c(-c2ccco2)[n+]([O-])c2ccccc21 | -1.0 | -2 | -8 | 5 | -6 | -1 | 6 | 2 | 3 | -1 | 1.5
CCCN1C(=O)C(Cc2nc3ccccc3c(=O)n2-c2ccccc2)c2ccccc21 (centres undefined) | 0.5 | 9 | 11 | 2 | 13 | -16 | 7 | -1 | -3 | -2 | 0.0
COc1ccc2[nH]cc(C(=O)C(=O)N3CCCCC3)c2c1 | -2.0 | -12 | -2 | -8 | -3 | 695* | 5 | 3 | 3 | nt | 1.6
O=C(NCc1cccc(F)c1)C1CCC(=O)N(CCc2cccc(F)c2)C1 (centres undefined) | -1.1 | -9 | -5 | 1 | -7 | -20 | 21 | -1 | -5 | 4 | -0.5
COc1cc(C(=O)N2CCN(C)C(C)C2)ccc1OC1CCN(C(C)=O)CC1 (centres undefined) | -2.9 | -1 | -11 | -4 | -6 | -19 | -9 | -3 | -2 | -2 | -0.1
Cc1noc(C)c1NC(=O)N(C)C[C@H]1Oc2ccc(NS(=O)(=O)c3cn(C)cn3)cc2C(=O)N([C@H](C)CO)C[C@@H]1C | 0.6 | -3 | -15 | 10 | -6 | -1 | 11 | 1 | 8 | nt | -0.4
CC(=O)c1ccc(N2CCN(C(=O)Nc3ccc(F)cc3)CC2)cc1 | -1.3 | -5 | -6 | 2 | -7 | 6 | nt | -5 | -8 | nt | 0.0
Cc1ccc(N2CC(O)Cn3c2nc2c3c(=O)n(C)c(=O)n2C)cc1 (centres undefined) | -0.2 | 3 | 9 | -4 | -9 | 3 | 15 | 0 | -2 | -1 | -6.6
Cc1nn(-c2ccc(F)cc2F)c2c1-c1nc(N3CCCC3)ncc1CC2 | -6.7 | 7 | -6 | -1 | -8 | -18 | -14 | -5 | -19 | -1 | -0.2
Cc1ccc(C(=O)/C=C/Nc2cccc([N+](=O)[O-])c2)o1 | 1.1 | -1 | ? | 1 | -4 | -12 | 3 | 1 | -2 | nt | 1.0
Cc1onc(CO)c1C(=O)Nc1nccs1 | 0.8 | -2 | 5 | -1 | -8 | 1 | 9 | 2 | -8 | -2 | -0.3
Cc1ccc(S(=O)(=O)Cn2nnnc2C(CC(C)C)N2CCN(C3CCCC3)CC2)cc1 (centres undefined) | -0.3 | 6 | -8 | -3 | -13 | 0 | -1 | -3 | -2 | 0 | 0.5
